High-throughput results as filed in PubChem.
V-ATPase pHluor = regulators of yeast V-ATPase proton transport | response, % at 10 µM | AID 504577 | 0.37% of 350,000 active | S. cerevisiae, pHLuorin cytosolic pH fluorescence; in the data active = response mostly above about 7.3%, no sharp cut-off; inactive = mostly below about 5.4%; note: actives read high; inactives centre near 0; some compounds called inactive have numbers as strong as hits; reference of the scale not given here
DSG3 Ab inh = blocks pemphigus antibody binding to human desmoglein-3. P32926. DSG3-coupled beads, scFv-anti-DSG3-GFP binding, flow cytometry; active compounds read low. binding (percent of control), % at 10 µM. 0.48% of 310,000 active. AID 588358;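 active = binding more than 3 SD below its plate's average and above zero; inconclusive = below that plate limit but binding exactly zero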;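 note: hits lower antibody fragment binding to DSG3; some compounds called inactive have numbers as strong as hits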
Keap1 Nrf2 FP = disrupts human Keap1 binding to Nrf2 peptide; Q14145; Keap1 Kelch-Nrf2 peptide fluorescence polarization, 1536-well; 0.15% of 340,000 active; inhibition, % at 9.4 µM; AID 504523; in the data active = inhibition above about 12%; inconclusive = no clear call, values can overlap the other calls; inactive = below about 7.3%;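 note: human Keap1 Kelch domain with fluorescein labeled Nrf2 9mer peptide probe; 0% = neutral control wells and 100% = peptide positive control; higher means more block of Keap1 binding to Nrf2 peptide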
Target sequence (Q14145 whole entry, looked up, the tested form may be a part): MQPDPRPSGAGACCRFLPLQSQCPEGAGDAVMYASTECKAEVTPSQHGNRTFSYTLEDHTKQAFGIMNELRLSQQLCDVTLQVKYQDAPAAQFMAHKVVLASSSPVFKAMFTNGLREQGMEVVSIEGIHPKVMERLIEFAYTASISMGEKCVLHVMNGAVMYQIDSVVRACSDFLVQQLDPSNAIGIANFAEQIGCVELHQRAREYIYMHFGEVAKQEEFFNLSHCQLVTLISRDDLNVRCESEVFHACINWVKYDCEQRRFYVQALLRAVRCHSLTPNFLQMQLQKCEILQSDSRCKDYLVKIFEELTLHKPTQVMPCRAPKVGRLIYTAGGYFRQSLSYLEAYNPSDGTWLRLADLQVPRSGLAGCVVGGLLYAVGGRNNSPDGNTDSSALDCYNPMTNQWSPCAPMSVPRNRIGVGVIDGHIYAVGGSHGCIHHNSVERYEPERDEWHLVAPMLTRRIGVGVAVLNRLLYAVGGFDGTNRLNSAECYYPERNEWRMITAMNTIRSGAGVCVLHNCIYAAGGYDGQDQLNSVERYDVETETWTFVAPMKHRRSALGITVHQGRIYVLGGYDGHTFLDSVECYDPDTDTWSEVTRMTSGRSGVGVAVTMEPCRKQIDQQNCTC
Wnt act = Wnt/beta-catenin pathway activation; 1.2% of 300,000 active; Wnt/beta-catenin reporter cell assay, activator, plate reader; activation, % at 9.35 µM; in the data active = activation above about 30%, passing the limit was not always enough; inconclusive = no clear call, values can overlap the other calls;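 note: 0% = neutral control wells and 100% = positive control wells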
OPRM1-OPRD1 ag = agonists of human mu-delta opioid receptor heterodimerization; P35372+P41143; cells, OPRM1-OPRD1 heterodimerization, luminescence; activation, % at 9.3 µM; 0.3% of 340,000 active; AID 504326; in the data active = activation above about 18%;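 note: 0% = vehicle-treated cells and 100% = reference agonist; values of inactives mirror those of a sister screen read the other way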
cardiac RTF act = increases calcium sensitivity of human cardiac regulated thin filaments | activation, % at 7.2 µM | IANBD-labeled TnC RTF fluorescence at EC20 calcium; 0% EC20 calcium, 100% full calcium | P19429+P45379 | 0.24% of 340,000 active | AID 493008;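 active = activation above the mean over all tested compounds plus 3 SD, cut at about 30% in these data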;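 note: rise in fluorescence read as greater calcium sensitivity of cardiac thin filaments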
Cardiac RTF inh = cardiac RTF calcium desensitization | P19429+P45379 | IANBD-labeled cardiac RTF, Ca2+ fluorescence | inhibition, % at 7.15 µM | 0.12% of 340,000 active | AID 493244;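 active = inhibition above the mean inhibition of all tested compounds plus 3 SD, cut at about 17% in these data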;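 note: assay run at fixed EC70 calcium of 1.6 mM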
C-LANA FP = blocks KSHV LANA C-terminal domain binding to DNA. inhibition, % at 9 µM. AID 504423. 0.078% of 340,000 active. MBP-C-LANA/FAM-LBS DNA binding, fluorescence polarization;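 active = highest replicate inhibition at or above 60% at 9 µM, even if other replicates fall short; inactive = all replicates below 60% inhibition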;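 note: 0% = neutral control wells and 100% = 4 µM acridine orange control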
Arr AP2 block = human beta-arrestin and AP2 interaction inhibition. FITC-arrestin peptide / GST-AP2 beads, flow cytometry; AP2 beta2 appendage carries R879A mutation. inhibition, % at 10 µM. 0.31% of 340,000 active;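 active = inhibition above a set limit, near 3 SD of compounds lacking own fluorescence, cut at about 54% in these data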;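 note: plate controls were DMSO wells for no effect and 5 µM unlabelled arrestin peptide for full effect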
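Measured by: flow cytometry, FL1 (488/535 nm); Material: AP2 appendage R879A on GSH beads; Evaluation: percent response; Timing: pre-incubation 12 min, peptide binding 1 h, room temperature; Also added: 50 nM FITC-arrestin peptide; Medium: PBS with 0.05% Tween 20 and 0.1% BSA.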
OPRM1-OPRD1 inv = inverse agonist of human OPRM1-OPRD1 heterodimerization | P35372+P41143 | cell-based MOR-DOR heterodimer luminescence, inverse agonism | inhibition, % at 9.3 µM | 0.21% of 340,000 active | AID 504357; in the data active = inhibition above about 22%, passing the limit was not always enough;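 note: 0% = cells with DMSO and 100% = wells without cells with DMSO; values of inactives mirror those of a sister screen read the other way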
* marks the source's active call; other numbers are inactive results; ? = inconclusive; . = no result given. An unsorted share of the library. Share with any hit: about 3.1%.

SMILES | V-ATPase pHluor | DSG3 Ab inh | Keap1 Nrf2 FP | Wnt act | OPRM1-OPRD1 ag | cardiac RTF act | Cardiac RTF inh | C-LANA FP | Arr AP2 block | OPRM1-OPRD1 inv
COc1ccc(CNC(=O)C2CCN(S(=O)(=O)c3ccc(SC)cc3)CC2)cc1 | 3 | 93 | -5 | -2 | -0.7 | -2 | 3 | 0.1 | 4 | 4
O=C(O)c1cc([N+](=O)[O-])ccc1NCc1cccnc1 | 5 | 117 | -8 | -1 | -3.6 | -5 | -3 | -7.2 | -3 | 18
Cn1cc(CNC(=O)c2ccc3nc(Cc4ccccc4F)oc3c2)cn1 | 2 | 110 | -5 | 13 | -1.6 | -1 | 0 | -2.2 | -3 | 8
COc1ccc(OC)c(/C=N/NC(=O)CNC(=O)c2ccc(S(=O)(=O)N3CCCC3)cc2)c1 | . | 103 | -2 | -6 | -1.5 | -6 | -2 | 0.9 | -2 | 11
CCN1C(=O)N(C)[C@@H](c2ccccc2)C(C(C)=O)=C1C | -3 | 107 | -9 | -2 | -1.8 | 8 | -5 | -0.1 | 0 | 10
C=CCN(c1ccccc1C(=O)O)S(=O)(=O)c1ccc(NC(=O)OC)cc1 | -6 | 94 | -1 | 2 | -2.9 | -4 | -1 | -0.9 | 21 | 15
C=CCNc1nc(-c2ccc(Cl)cc2)cs1 | -5 | 94 | 0 | . | 5.2 | -6 | 4 | 0.4 | -29 | -31
O=C(COc1ccccc1)NCC(=O)N/N=C/c1ccc(Cl)cc1 | -6 | 111 | -2 | 1 | -1.2 | -2 | -2 | -0.3 | 27 | 5
COC(=O)c1cn(CC(=O)N2CCCCCC2)c2ccccc12 | 0 | 106 | -2 | . | -3.0 | 2 | -6 | -2.6 | 9 | 16
Cc1ccc(S(=O)(=O)N(CC2CO2)c2cccc([N+](=O)[O-])c2)cc1 (centres undefined) | -3 | . | -2 | 1 | 1.2 | -5 | -10 | -0.5 | 0 | -8
CCOc1ccc(S(=O)(=O)NCc2cccs2)cc1C(C)C | 2 | 102 | . | 4 | 6.1 | -7 | -22 | . | 23 | -32
CC(=C/c1ccccc1)/C=N/NC(=O)c1cccs1 | -1 | 93 | . | 4 | . | . | . | . | 40 | .
CC(C)(C)C1=NN=C2c3ccccc3C(=O)C21 (centres undefined) | 0 | 99 | 4 | 0 | 0.0 | -7 | -5 | -1.9 | 5 | 0
CC1CN(C(=S)SCC(=O)c2ccc([N+](=O)[O-])cc2)CC(C)O1 (centres undefined) | -2 | 93 | -7 | 0 | 2.8 | -4 | -3 | -0.5 | 14 | -15
COC(=O)c1ccccc1NC(=O)Nc1cc(C)cc(C)n1 | 0 | 101 | -1 | . | 0.3 | 1 | -3 | -0.5 | 4 | -2
COc1ccccc1-c1cn(-c2ccccc2)c(=S)[nH]1 | 0 | 114 | -4 | 1 | -2.1 | -6 | 7 | 0.5 | -5 | 10
Cc1ccc(S(=O)(=O)CCC(=O)NCc2ccccc2F)cc1 | -5 | 110 | -3 | -2 | -2.0 | 2 | 2 | 0.3 | 5 | 11
COCC1CCCN(Cc2cn(-c3ccccc3)nc2-c2ccc3c(c2)OCO3)C1 (centres undefined) | 2 | 94 | -3 | 2 | 0.1 | 3 | -11 | -1.3 | 12 | 0
O=C1CNC(=S)N1CCOc1ccccc1 | -1 | 105 | 1 | -1 | -2.8 | 3 | -7 | 0.0 | -13 | 14
COc1cccc(/C=N/Nc2ncnc3c2ncn3Cc2ccccc2)c1O | 1 | 107 | 1 | 2 | -2.5 | 2 | 8 | 1.5 | 8 | 12
CCC(Sc1nc2ccsc2c(=O)n1Cc1ccc(C(=O)O)cc1)C(=O)Nc1ccc(C)c(Cl)c1 (centres undefined) | 1 | 99 | -1 | -6 | -1.2 | -2 | -5 | 1.3 | 8 | 6
O=Cc1c(SCCO)nc2ccccn2c1=O | 3 | 98 | 4 | 2 | -1.8 | -1 | -2 | 1.2 | 25 | 9
Cc1ccc(S(=O)(=O)N2CCC(C(=O)OCC(=O)N(C)Cc3ccccc3)CC2)cc1C | -3 | 95 | 1 | -1 | 1.4 | -5 | 1 | 0.9 | 11 | -9
COC(=O)c1cccc(C(=O)Nc2ccc(C)cc2Br)n1 | 0 | 94 | 2 | . | -2.5 | -7 | -2 | 0.3 | 24 | 13
O=S(=O)(NC1=NCCC1)c1cccs1 | 0 | 124 | 3 | -9 | -3.1 | 4 | -6 | -1.0 | -26 | 14
CCn1c(C)nc2cc(C(=O)N/N=C/c3cccc(O)c3O)ccc21 | 1 | 101 | -1 | 41* | -0.8 | -1 | -4 | -0.8 | 3 | 4
Nc1ccc(-c2cnc3ccccc3n2)cc1 | 4 | 99 | . | ? | . | . | . | . | 15 | .
COC(=O)c1cc(Br)c(=O)n(-c2cc(C)on2)c1 | 8.0* | 96 | -1 | . | -0.4 | 4 | -5 | -0.4 | 0 | 2
O=C1N/C(=N\N=C\c2ccco2)SC1Cc1ccccc1[N+](=O)[O-] (centres undefined) | -1 | 99 | -4 | 6 | -0.4 | -2 | -8 | 0.5 | 11 | 2
Nn1c(SCc2nc3ccccc3[nH]2)nnc1C1CCCCC1 | 1 | . | -4 | -6 | -1.9 | 5 | 2 | 0.7 | 6 | 9
O=C(CSC(=S)N1CCCC1)N1CCN(S(=O)(=O)c2ccccc2F)CC1 | 4 | 101 | -3 | -2 | 0.3 | -4 | -1 | 0.9 | 21 | -2
Cc1ccc(S(=O)(=O)N2CCOCC2)cc1C(=O)Nc1ccc(N2CCCCCC2)cc1 | 3 | 103 | -4 | -7 | 1.7 | -17 | -6 | 0.1 | 47 | -11
CC(C)(C)NC(=O)NC(=O)COC(=O)c1ccc2c(c1)S(=O)(=O)N=C1CCCCCN12 | 0 | 101 | -2 | -1 | -1.4 | 4 | 0 | 3.1 | -6 | 7
Cc1ccn2cc(-c3cccc(NC(=O)C(C)C)c3)nc2c1 | -6 | 105 | 5 | -1 | -0.9 | -9 | 3 | 2.1 | 1 | 6
COc1cc(C(C(=O)NC2CCCC2)N(C(=O)c2snc(C(N)=O)c2N)C2CCCC2)cc(OC)c1OC (centres undefined) | -5 | 114 | 3 | -3 | -2.8 | -7 | -11 | 0.1 | -21 | 15
COc1ccccc1CN1C(=O)[C@@H]2C(CCC(N)=O)NC3(C(=O)Nc4c3ccc(Cl)c4C)[C@@H]2C1=O (some centres undefined) | -1 | 102 | 6 | . | -0.3 | -1 | -17 | -0.1 | 38 | 2
Cc1ccc(C(C)(C)C)c(SCC(=O)Nc2nnc(C)s2)c1 | -4 | 117 | -4 | 10 | -1.7 | -1 | -6 | 1.1 | -12 | 8
CCC(C)Nc1cc(C)nc2ncnn12 (centres undefined) | 0 | 94 | -3 | -1 | -3.7 | 7 | -6 | -0.9 | -7 | 17
Cc1ccc(N(CC(=O)NC(C)(C)C)C(=O)CNC(=O)c2cccs2)cc1C | -5 | 102 | 2 | -2 | -1.9 | 3 | -6 | -1.0 | 32 | 10
CC1(C)CC(=O)C=C(NCCN2CCN(C(=O)Nc3ccc(Cl)c(Cl)c3)CC2)C1 | 6 | 110 | -6 | . | -1.3 | -6 | -4 | 0.6 | -4 | 6
CCn1c(CNc2nc(-c3ccccc3)cs2)nnc1SCC(=O)NCc1ccco1 | 3 | 96 | -6 | . | -3.3 | -4 | 4 | -0.9 | -5 | 15
COc1cc(/C=N/N(C)c2ccccc2)cc(Cl)c1O | 0 | 94 | -2 | 9 | 8.2 | 3 | -12 | -0.2 | 12 | -45
COC(=O)c1c(C)[nH]c(C(=O)/C=C/c2ccccc2)c1C | -3 | 102 | -2 | . | 10 | 2 | -18 | -1.7 | 0 | -63
O=C(/C=C/c1ccco1)NCCCN1CCOCC1 | -1 | 93 | 5 | -1 | -3.5 | -1 | 2 | -0.9 | 25 | 18
S=C(NCc1ccccc1)Nc1ccncc1 | -1 | 100 | -1 | -6 | -1.2 | -6 | -7 | -0.2 | 40 | 6
Cc1cc(NC(=O)CS(=O)(=O)c2cn(Cc3ccccc3Cl)c3ccccc23)no1 | 3 | 94 | -1 | -1 | 7.3 | 14 | -22 | 0.8 | 5 | -41
CCn1cc(CNC(=O)c2cc(COc3ccc(F)cc3F)on2)cn1 | 0 | 105 | -4 | 2 | -0.3 | -3 | 3 | 0.8 | 5 | 2
CN1C[C@@H]2[C@@H]3C(=O)N(C)C(=O)[C@@H]3[C@](C)(C1=O)N2C(=O)c1ccc(F)cc1 | -2 | 98 | -2 | -1 | -2.4 | 1 | -26 | 1.4 | -6 | 14
COCCSc1ccccc1C(=O)Nc1ccc(Cl)cn1 | 1 | 102 | -6 | 16 | -0.7 | 4 | -11 | -1.8 | 5 | 4
O=C(NCc1ccco1)c1cc(-c2ccc(F)cc2)on1 | -2 | 95 | -5 | . | 1.7 | 3 | -20 | 0.4 | 10 | -9
Cc1c(NC(=S)NC(=O)c2sc3ccccc3c2Cl)cccc1C(=O)O | -2 | 102 | -5 | 12 | -2.2 | -2 | -17 | -1.4 | -18 | 11
O=C(O)c1c(Cl)cccc1Cl | -1 | 101 | -1 | 1 | -1.6 | -4 | -2 | -1.0 | 3 | 9
Nc1nnc(SCCCC(=O)c2ccccc2)s1 | 0 | 103 | -5 | 3 | -1.8 | -6 | 7 | -1.0 | -5 | 9
C/C(=N\OC(=O)c1ccc(F)cc1)c1ccc(F)c(F)c1 | -2 | 108 | 2 | 0 | 4.8 | 8 | -4 | -0.5 | 5 | -24
O=C(CCc1nc2ccccc2c(=O)[nH]1)Nc1cc(C(F)(F)F)ccc1N1CCCC1 | 2 | 96 | -3 | -9 | -3.0 | 0 | -3 | -0.5 | -12 | 16
Cc1ccccc1/C=C1\C(=O)Nc2ccc(F)cc21 | 0 | 97 | -2 | -5 | 5.9 | -8 | -5 | 0.7 | 0 | -26
O=C(Nc1ccccc1)O[C@@H]1C[C@H]2CCCC(=O)N3CC[C@@H](C1)[C@@H]23 | -2 | 102 | -7 | -5 | 1.4 | -6 | -11 | -1.8 | 9 | -8
CCN(CC)S(=O)(=O)c1ccc(=O)n(CC(=O)N2CCCc3cc(C)ccc32)c1 | -3 | 106 | -3 | 0 | -3.9 | 5 | 0 | 0.9 | 2 | 15
C[C@]1(C(=O)NCc2cc(F)cc(C(F)(F)F)c2)C=C[C@@H](Cc2ccccc2)N1C(=O)c1ccccc1 | -2 | 101 | -3 | 0 | -1.7 | -3 | -3 | -1.7 | 28 | 10
COc1ccc(NC(=O)Cn2c(C)csc2=O)c(OC)c1 | -2 | 90 | 1 | -3 | -0.7 | 3 | -6 | -0.5 | 27 | 3
